# TbPYK inhibitor = T. brucei pyruvate kinase inhibition; Q57TT1; TbPYK enzyme, Kinase-Glo Plus ATP luminescence, 45 min; Potency, µM (highest dose often 76.8 µM), without a hit: top-dose activity, negative = inhibition, usual class: inhibitors; 410,000 tested, 0.12% active; AID 624173; also: potency is read from the fitted curve at half-maximal effect; nearly all actives have a fitted effect of over 50% in size
#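 TbPYK + substrate in 50 mM TEA pH 7.2, 100 mM KCl, 10 mM MgCl2, 0.05% BSA, 0.01% Tween-20; cpd pinned; ADP 130 uM final; 45 min RT; Kinase-Glo Plus 10 min; luminescence endpoint.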
# AmpC inh detg = blocks E. coli AmpC beta-lactamase in detergent assay | P00811 | Potency, µM (top dose mostly 114 µM), without a hit: top-dose activity change, negative = inhibition, hits mostly inhibitors | 370,000 tested, 0.041% active | AmpC hydrolysis of nitrocefin, absorbance 480 nm, 0.01% Triton | AID 485294;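 also: potency is read from the fitted curve at half-maximal effect; 0% = no-compound wells and -100% = no-enzyme wells; nearly all actives have a fitted effect of over 25% in size; some results filed as inactive show a strong effect at the top dose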
# Target sequence (P00811 whole entry, looked up): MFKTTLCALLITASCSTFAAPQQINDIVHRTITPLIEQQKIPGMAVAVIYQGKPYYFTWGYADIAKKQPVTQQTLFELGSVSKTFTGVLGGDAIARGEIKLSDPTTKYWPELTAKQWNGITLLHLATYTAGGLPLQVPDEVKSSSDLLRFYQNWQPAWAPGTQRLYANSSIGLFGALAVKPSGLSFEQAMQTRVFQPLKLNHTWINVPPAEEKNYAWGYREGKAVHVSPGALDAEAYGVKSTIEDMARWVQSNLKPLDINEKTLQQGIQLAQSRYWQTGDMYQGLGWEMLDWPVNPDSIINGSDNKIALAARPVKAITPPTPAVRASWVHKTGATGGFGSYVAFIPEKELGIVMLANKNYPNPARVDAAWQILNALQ
#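 20 mM phosphate pH 7.0 + 0.01% (detergent screen) or 0.0001% Triton X-100; 5.3 nM AmpC reagent; cpd preinc 15 min RT; nitrocefin (800 uM stock) to start; A480 q20 s × 4 min; Activity was normalised to no-enzyme and no-compound control wells.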
# AmpC inh no detg = blocks E. coli AmpC beta-lactamase in detergent-free assay | P00811 | AID 485341 | AmpC nitrocefin hydrolysis, absorbance 480 nm, 0.0001% Triton | Potency, µM (titrated, usually from 57.1 µM), without a hit: at the highest dose activity change, negative = inhibition, hits mostly inhibitors | 330,000 tested, 0.52% active;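 also: potency is read from the fitted curve at half-maximal effect; plate controls were no compound for no effect and no enzyme for full effect; nearly all actives have a fitted effect of over 20% in size; some results filed as inactive show a strong effect at the top dose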
#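 AmpC (5.3 nM in the dispensed reagent) in 20 mM phosphate pH 7.0 with 0.01% (detergent screen) or 0.0001% Triton X-100 was preincubated with compounds for 15 min at room temperature. Nitrocefin was then added from an 800 uM solution, and hydrolysis was followed at 480 nm.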
# HCMV inh = inhibitors of human cytomegalovirus; HFF cells, HCMV-luciferase reporter, 72 h; hits give low values; activity change, negative = inhibition, % at 57.5 µM; 410,000 tested, 4.5% active; in the data active = activity change below about -60%; inconclusive = no clear call, values can overlap the other calls; inactive = above about -39%
#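 Compounds were evaluated in HFFs infected with an HCMV luciferase reporter virus (MOI 1 PFU/cell). Luciferase in lysates collected 72 h post infection served as the replication measure.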
# HCV inh = inhibitors of hepatitis C virus infection; Huh7.5.1 HCVcc-Cre infection, luciferase reporter, 44 h; Potency, µM (highest dose often 41.8 µM), for inactives: top-dose activity change, negative = inhibition, actives largely listed as inhibitors; 340,000 tested, 3.4% active; AID 651820; also: potency is read from the fitted curve at half-maximal effect
#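 Cells seeded at 1,000/well and cultured 4 h, then compounds added followed by HCVcc-Cre virus (~0.5 moi). After 44 h further culture, luciferase substrate was added, plates held 15 min at room temperature, and luminescence read for 15 sec.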
# AMA1-RON2 inh = AMA1-RON2 (P. falciparum) interaction inhibition | AlphaScreen AMA1-biotinylated RON2 peptide binding | Potency, µM (doses to about 58.2 µM), without a hit: at the highest dose activity change, negative = inhibition, hits mostly inhibitors | 360,000 tested, 0.2% active | AID 720542;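 also: potency is read from the fitted curve at half-maximal effect; 0% = vehicle wells and -100% = peptide control; nearly all actives have a fitted effect of over 45% in size; some results filed as inactive show a strong effect at the top dose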
#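 AMA1 (3D7) with his tag at 25 nM final met compounds first, then biotinylated RON2 peptide at 25 nM; detection used donor plus acceptor beads, 10 µg/mL apiece, read by AlphaScreen after 30 min at room temperature.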
# LmPK inhibitor = LmPK (Leishmania mexicana) enzyme inhibition. 290,000 tested, 0.37% active. purified LmPK, Kinase-Glo ATP luminescence, 1 h. Potency, µM (highest dose often 57.5 µM), without a hit: at the highest dose activity change, negative = inhibition, hits mostly inhibitors; also: potency is read from the fitted curve at half-maximal effect
# Target sequence (Q27686 whole entry, looked up): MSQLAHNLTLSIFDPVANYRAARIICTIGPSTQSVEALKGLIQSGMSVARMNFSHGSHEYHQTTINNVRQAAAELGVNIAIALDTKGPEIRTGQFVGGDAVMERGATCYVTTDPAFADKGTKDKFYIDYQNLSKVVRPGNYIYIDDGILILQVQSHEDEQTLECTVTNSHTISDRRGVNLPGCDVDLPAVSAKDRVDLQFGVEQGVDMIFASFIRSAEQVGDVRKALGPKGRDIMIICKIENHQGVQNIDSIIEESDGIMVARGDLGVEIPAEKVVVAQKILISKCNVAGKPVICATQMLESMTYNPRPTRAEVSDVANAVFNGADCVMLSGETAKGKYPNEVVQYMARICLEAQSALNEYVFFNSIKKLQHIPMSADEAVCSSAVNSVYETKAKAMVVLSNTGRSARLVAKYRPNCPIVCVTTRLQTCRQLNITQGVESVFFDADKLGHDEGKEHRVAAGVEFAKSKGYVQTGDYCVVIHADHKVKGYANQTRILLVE
#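 Pyruvate kinase activity monitored as ATP production (luciferase luminescence). Conditions: 0.1 nM enzyme, 0.5 mM PEP, 0.1 mM ADP, 1 h, RT; normalized against uninhibited and no-enzyme wells.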
# Active calls of the source: *; ? = inconclusive; · = not tested or not shown; [ ] = dose if it differs, or a comment. Unless noted, calls follow the shape of the dose curve; as a rule, active = well fitted curve in the direction sought with a large enough effect; inconclusive = small, poorly fitted or top-dose-only effect, or another doubt; inactive = no such curve, though single readings can be large; an effect the other way counts as inactive or inconclusive. Unless noted, % is scaled to controls: 0 for no effect and ±100 for the full control effect.
SMILES,TbPYK inhibitor,AmpC inh detg,AmpC inh no detg,HCMV inh,HCV inh,AMA1-RON2 inh,LmPK inhibitor
O=C(NCc1ccco1)c1cccc(S(=O)(=O)N2CCCC2)c1,-4%,-6%,12%,-15,0%,21%,13%
c1ccc(-c2c3ccccc3nc3[nH]c4ccccc4c23)cc1,-3%,-12%,-25%,·,-15%,0%,2%
O=C(Oc1ccc(Cl)c2cccnc12)N1CCCCCC1,-4%,-2%,9%,-100*,-25%,9%,0%
O=c1nc(N(c2ccccc2)c2ccccc2)[nH]c(=O)[nH]1,9%,?,-18%,14,-27%,8%,-7%
CN(C)C(=O)CCC(=O)N(C)CC1CCCN(CCc2ccc(F)cc2)C1 (stereo not drawn),1%,?,-2%,-12,11%,-1%,-5%
O=C1c2cccnc2C(=O)N1Cc1cccs1,-5%,-12%,-9%,33,4%,52%[activator],1%
COc1cccc(CNC(=O)C2(C)CCCCN2C)c1 (stereo not drawn),6%,·,·,20,·,-1%,·
Cc1ccc(C(C)C)cc1OCCn1cncn1,8%,?,-2%,21,-2%,10%,-12%
COc1ccc(OCC(=O)Nc2ccccc2-c2ccccc2)cc1,-1%,0%,-18%,-29,?,9%,-3%
CCOC(=O)C(Cc1ccccc1)NC(=O)CCc1nnc2ccc(N3CCOCC3)nn12 (stereo not drawn),-1%,-5%,42%,16,25%,-7%,2%
Cc1ccc(S(=O)(=O)N2CCN(S(=O)(=O)N3CCOCC3)CC2)cc1C,-6%,-4%,-2%,-5,-8%,5%,-3%
O=C(Nc1cccc(C(F)(F)F)c1)Oc1ccc(Cl)c2cccnc12,-6%,3%,-47%,?,?,12%,2%
COc1ccc(CNC(=O)/C(C#N)=C2\N=C(NC(=O)c3cccs3)c3ccccc32)cc1,-3%,-11%,-22%,47,-7%,2%,0%
CN(C)Cc1cccc([N+](=O)[O-])c1O,-4%,-3%,8%,14,11%,-6%,-2%
COc1cc(CNCC(O)c2ccccc2)ccc1OCc1ccc(Cl)nc1 (stereo not drawn),4%,1%,25%,-25,?,-2%,1%
CC(=O)c1sc(NC(=O)CCN2C(=O)C3CC=CCC3C2=O)nc1-c1ccccc1 (stereo not drawn),-2%,7%,-4%,-9,?,-3%,·
CCn1c(C)nc2cc(C(=O)NNC(=O)c3ccc(Cl)nc3)ccc21,4%,5%,-15%,64,-3%,-7%,7%[11.5 µM]
CC(C)(C)[C@H]1COC(=O)[C@@H](Cc2ccc(F)cc2)C/C=C\C[C@@H](CC(=O)N[C@H](CO)Cc2ccccc2)C(=O)N1,3%,·,298%[activator],-28,4%,17%,·
Cc1ccc(C(=O)N2CCN(c3ccc(C(F)(F)F)cn3)CC2)c(C)c1,1%,-14%,75%[activator],?,?,-6%,1%
O=S(=O)(NCCc1ccncc1)c1ccccc1,5%,-8%,-7%,29,14%,0%,1%
COCCNC(=O)c1ccccc1NC(=O)Cc1ccccc1[N+](=O)[O-],-9%,16%,-1%,13,17%,6%,-1%
CCOC(=O)c1cnc(SCC(=O)NNC(=O)c2ccco2)nc1N,-5%,9%,49%,-31,9%,21%,-3%
O=C(Cc1n[nH]c(=O)c2ccccc12)NCc1ccccn1,0%,0%,·,-4,12%,17%,-1%
CN1CCN(CCCNC(=O)CCN2C(=O)COc3ccccc32)CC1,8%,0%,-5%,?,17%,2%,2%
COc1cccc(OCC(=O)N(C)Cc2nc(-c3cccc(C)c3)no2)c1,-2%,-10%,46%,?,-13%,-15%,0%

# (list continues)
SMILES,TbPYK inhibitor,AmpC inh detg,AmpC inh no detg,HCMV inh,HCV inh,AMA1-RON2 inh,LmPK inhibitor
Cn1c(N)c(C(=O)CSc2nnc(-c3cccs3)n2C2CC2)c(=O)[nH]c1=O,-13%,-18%,-9%,3,21%,10%,·
Cc1cc(C(=O)OCC(=O)N(C)c2ccccc2)ccc1[N+](=O)[O-],-3%,-9%,-8%,-63*,-8%,-13%,0%
Cc1ccc(NC(=O)CN(C)C(=O)c2ccc(Br)o2)cc1,-4%,-6%,-10%,-15,-26%,6%,0%
CCN(CC)c1ncnc2c1sc1nc(C)cc(C)c12,-10%,-4%,95%[activator],39,?,11%,4%
Cc1cc(C)cc(Oc2nc3c(C)cccn3c(=O)c2/C=C(\C#N)c2nc3ccccc3[nH]2)c1,-9%,8%,·,6,·,·,·
O=C(OCCN1CCOCC1)C1(c2ccccc2)CCCC1,-1%,-8%,47%,-35,6%,-12%,4%[11.5 µM]
COc1ccccc1N1CCN(C2CCCN(C(=O)CN3CCCCC3=O)C2)CC1 (stereo not drawn),2%,?,12%,23,11%,-5%,-2%
CCOC(=O)c1oc2ccccc2c1CSc1nnnn1-c1ccccc1,-1%,-14%,-17%,-11,-2%,-1%,1%
C=CCn1c(SCc2c(C)noc2C)nc2sc3c(c2c1=O)CCCCC3,-4%,-9%,2%,-15,?,-10%,1%
COc1cccc(OCCOc2ccccc2OC(C)C)c1,-6%,-11%,-15%,-6,?,24%,8%
O=C1CN(c2ccccc2)C(=O)N1,-1%,5%,-13%,11,14%,6%,-1%
Cc1cc(N(C)C)ccc1N=Nc1ccc(N)cc1,-18%,·,·,-34,?,14µM*,·
COC(=O)CN1C(=O)C(C)=C(c2ccc(C)cc2)S1(=O)=O,2%,-8%,1%,-6,·,6%,-5%
COc1cc(C2SCCS2)cc(Br)c1Oc1ncccc1[N+](=O)[O-],-4%,0%,-36%,-6,?,?,7%
Nc1csnc1C(=O)O,-3%,-3%,-17%,14,16%,-8%,-5%
Cc1cc(C)cc(Nc2cc(C(=O)NC3CCC(C)CC3)c3ccccc3n2)c1 (stereo not drawn),0%,-3%,·,25,·,·,·
C=CCNc1nc(Nc2ccc(OC)cc2)nc(OCC)n1,2%,1%,-24%,-29,?,-2%,4%
Cc1ccc(OCc2cc(C(=O)N(CCO)Cc3cccs3)no2)cc1C,1%,1%,65%[activator],99,-8%,-1%,-1%
COCCCNC(=S)N1CCN(c2nc(-c3ccc(F)cc3)cs2)CC1,-9%,-1%,139%[activator],-85*,10µM*,-20%,-1%
Cc1nn(-c2ccccc2)c2nc(C3CC3)cc(C(=O)Nc3ccc(F)cc3)c12,1%,19%,·,-32,·,·,·
Cc1ccc(Cn2c(CO)cnc2SCC(=O)NCc2ccccc2Cl)cc1,-5%,20%,·,10,·,·,·
Cc1nn(-c2ccccc2)c(C)c1C(=O)OCC(=O)Nc1ccccc1Cl,-9%,·,·,29,·,-2%,·
CCCCNC(=O)C(c1ccc(-c2ccccc2)cc1)N(CCN1CCOCC1)C(=O)CCCCCN1C(=O)NC(c2ccc([N+](=O)[O-])cc2)C(C(=O)OCc2ccccc2)=C1C (stereo not drawn),·,?,48%,23,3%[8.37 µM],·,-1%
COc1ccc(C)cc1S(=O)(=O)NC1CC1,1%,-16%,1%,114,22%,-9%,-1%
Cc1ccc(OCCCC(=O)Nc2ccc3c(c2)OCO3)cc1,-10%,?,-24%,-29,-5%,-6%,-1%

# (cont.)
SMILES,TbPYK inhibitor,AmpC inh detg,AmpC inh no detg,HCMV inh,HCV inh,AMA1-RON2 inh,LmPK inhibitor
COc1ccc(/C=C/c2ccncc2)c2ccccc12,-3%,-9%,·,·,-40%,-2%,2%
CC(=O)Nc1nc(-c2ccc([N+](=O)[O-])cc2)cs1,0%,4%,-15%,-85*,10%,-2%,0%
CN(C(=O)COC(=O)c1cc2ccccc2cc1O)C1CCCCC1,-19%,-2%,-20%,0,15%,-4%,·
CCC(C)(C)NC(=O)CN(C(=O)c1csnn1)c1ccccc1-c1ccccc1,-11%,-8%,25%,4,2%,0%,5%
CC1=CC2C(C3C=CC2(C)C(=O)C3(C)O)C(C)(O)C1=O (stereo not drawn),-3%,·,·,-11,13%,10%,·
CC1CC(C)CN(C(=O)COC(=O)c2nccnc2N)C1 (stereo not drawn),1%,2%,-7%,-9,6%,-5%,·
COc1c(C)cc(S(=O)(=O)NCc2ccco2)c(C)c1C,-5%,-5%,-14%,-6,13%,-1%,4%
C=CCN1N=C(c2ccc(NC(=O)c3ccccc3)cc2)CSC1=O,6%,-4%,-13%,24,-21%,-2%,-2%
CS(=O)(=O)N(CC(=O)Nc1c(F)cccc1F)c1ccc(C23CC4CC(CC(C4)C2)C3)cc1,5%,-2%,-18%,25,3%,?,-3%
O=C(CCl)NC(Cc1c[nH]c2ccc(OCc3ccccc3)cc12)C(=O)O (stereo not drawn),-9%,-1%,-17%,-18,13%,10%,0%
Cc1cc(C)cc(NC(=O)CSCc2cc(=O)n3ccsc3n2)c1,-1%,?,-9%,-1,1%,-6%,-7%
CC(=NNC(=S)N1CCCCCC1)c1ccccn1,-18%,·,·,-99*,?,17%,·
O=C(C1=C[C@@H](c2ccccc2)C[C@@H](OCCCCO)O1)N1CCN(Cc2ccc3c(c2)OCO3)CC1,2%,-4%,179%[activator],17,-8%,-8%,-1%
COc1ccc(-c2cc3nc(-c4ccccc4)cc(C(F)(F)F)n3n2)cc1,22%,6%,·,-3,·,·,·
O=C1NC(c2ccc(Br)cc2)Nc2ccccc21 (stereo not drawn),-3%,?,-16%,10,-24%,-4%,-1%
Cc1cccc(C(=O)N2CCC(=O)N([C@H](COCc3cccc(Cl)c3)Cc3ccccc3)CC2)c1,-2%,·,·,-8,·,-8%,·
CCOC(=O)N1CCN(C(=O)C(=O)Nc2sc3c(c2C#N)CC(C)(C)OC3)CC1,-3%,4%,-17%,10,10%,1%,-9%
CCOC(=O)c1ccccc1Nc1cn(C(C)=O)c2ccccc12,-6%,0%,-8%,-3,0%,-18%,2%
COc1cc(/C=C/C(=O)NC(C)C2CC3CCC2C3)cc(OC)c1OC (stereo not drawn),-1%,-8%,103%[activator],7,-7%,-10%,8%
COC(c1ccccc1)c1nc2ccccc2[nH]c1=O (stereo not drawn),2%,3%,-24%,51,-25%,1%,2%

# Entries listed so far that have a cyano group (three):
SMILES,TbPYK inhibitor,AmpC inh detg,AmpC inh no detg,HCMV inh,HCV inh,AMA1-RON2 inh,LmPK inhibitor
COc1ccc(CNC(=O)/C(C#N)=C2\N=C(NC(=O)c3cccs3)c3ccccc32)cc1,-3%,-11%,-22%,47,-7%,2%,0%
Cc1cc(C)cc(Oc2nc3c(C)cccn3c(=O)c2/C=C(\C#N)c2nc3ccccc3[nH]2)c1,-9%,8%,·,6,·,·,·
CCOC(=O)N1CCN(C(=O)C(=O)Nc2sc3c(c2C#N)CC(C)(C)OC3)CC1,-3%,4%,-17%,10,10%,1%,-9%

# Screening data as filed in PubChem.

# Compounds were not picked by outcome. Share with any hit: about 7.5%.
